# RMI FANCM FP = inhibitors of human RMI core complex binding to FANCM MM2; 70,000 compounds, 0.58% hits; Fluorescence polarization, RMI core complex with F-MM2 peptide; stronger effect = lower value; FP signal (polarization) at 33 µM; in the data active = FP signal below about 40; note: inactives centre near 61; strong numbers were not always called active; unit not given here
# Numbers without * were called inactive; & = joins results of further samples. Only part of the results is shown (hit frequency here may not be typical).
# The opening two compounds, to show the layout:
SMILES,RMI FANCM FP
Cc1ccc(OCC(O)Cn2c(NCCN(C)C)nc3c2c(=O)n(C)c(=O)n3C)cc1 (stereo unspecified),65
O=[N+]([O-])c1ccccc1S(=O)(=O)Nc1ccc(-c2nc3cccnc3s2)cc1,60

# All compounds of this part, previewed entries included:
SMILES,RMI FANCM FP
Cc1ccc(OCC(O)Cn2c(NCCN(C)C)nc3c2c(=O)n(C)c(=O)n3C)cc1 (stereo unspecified),65
O=[N+]([O-])c1ccccc1S(=O)(=O)Nc1ccc(-c2nc3cccnc3s2)cc1,60
Cc1nnc(SCC(=O)N(C)c2ccccc2)n1-n1cccc1,55
Cc1nc(N)sc1N=Nc1cc(C(=O)O)cc(C(=O)O)c1,58
Cc1cc(NC(=O)CSC2=NN3CCCC(=O)N=C3S2)no1,61
CC1(C)CCC(C)(C)NC(SCc2cccc(C(F)(F)F)c2)=N1,65
CCOC(=O)c1c(-c2ccccc2)csc1NC1SC(=O)N(c2ccccc2)C1=O (stereo unspecified),71
O=C(O)CNS(=O)(=O)c1cccs1,72
O=C(CSc1nc2ccccc2[nH]1)N1CCc2ccccc21,60
Cc1cc(NC(=O)C(C)Oc2ccccc2)n(-c2nc3c(cnn3-c3cccc(C)c3C)c(=O)[nH]2)n1 (stereo unspecified),59
CC(Sc1nc2ccccc2[nH]1)C(=O)c1cccc(Cl)c1 (stereo unspecified),61
CSc1nc(NC(C)C)c2cnn(CCNC(=O)/C=C\c3ccc4c(c3)OCO4)c2n1,58
C=CCn1c(=NC(=O)c2cccc(N3C(=O)CCC3=O)c2)sc2cc3c(cc21)OCCO3,65
Cc1ccc(-n2cc(C(=O)N3CCc4ccccc4C3)nn2)cc1C,64
COc1ccc2sc(N(Cc3ccccn3)C(=O)C3=COCCO3)nc2c1,53
Cc1cccc(OCC(=O)NCCc2sc(-c3cccc(F)c3)nc2C)c1,57
O=C(Nc1ccc(S(=O)(=O)Nc2ncccn2)cc1)c1sc2ccccc2c1Cl,47
COc1ccccc1N1CCN(S(=O)(=O)CCNC(=O)COc2ccc3ccccc3c2)CC1,58
O=S(=O)(Nc1cccc(-c2ccc3nnc(-c4cccs4)n3n2)c1)c1cccs1,67
COCCN1CCCc2ccc(NS(=O)(=O)c3cccc(C)c3)cc21,61
O=c1c(C(CN2CCOCC2)c2ccc(Cl)cc2)nc(-c2ccccc2)nn1CN1CCOCC1 (stereo unspecified),115
C=CCN1CCc2c(cc(O)c(O)c2Br)[C@@H](c2ccccc2)C1,54
CCOc1ccccc1C(=O)NCC1CCN(C2CCCC2)CC1,73
O=C(CCCS(=O)(=O)c1ccc(F)cc1)Nc1nnc(-c2ccco2)o1,56
Cc1cc(NC(=O)C2CCCN(S(=O)(=O)c3cccs3)C2)n(C)n1 (stereo unspecified),70
COC(=O)c1sccc1NC(=O)CN1CCCN(Cc2ccccc2)S1(=O)=O,83
FC(F)(F)CNc1cccnc1,69
Cc1nn(C2CCS(=O)(=O)C2)c2nc(-c3ccccc3)cc(C(=O)Nc3ccc(F)c(F)c3)c12 (stereo unspecified),91
O=c1[nH]nc(-c2cccs2)c2sc(N3CCOCC3)nc12,70
Cc1ccccc1C(=O)NCC1CCN(Cc2ccccc2)CC1,74
COC(=O)Cn1c(=NC(=O)CSC(C)=O)sc2cc(C(=O)OC)ccc21,62
O=C(Cn1nc(-c2ccccc2)c2sc(N3CCOCC3)nc2c1=O)Nc1ccccc1F,78
CCN1CCc2c(sc(NC(=O)CCS(=O)(=O)c3ccc(F)cc3)c2C(N)=O)C1,37*
CC1CCN(C(=O)CSCC(=O)Nc2nc(-c3ccc(Br)cc3)cs2)CC1,62
Cc1cc(NS(=O)(=O)c2ccc(NC(=O)c3nccnc3C(=O)O)cc2)no1,63
O=C(Cn1c2ccc(F)cc2c2ncn(Cc3ccccc3)c(=O)c21)Nc1ccc2c(c1)OCO2,102
COc1ccc(S(=O)(=O)c2cnc(SCC(=O)NCc3ccc(Cl)cc3)[nH]c2=O)cc1,57
CCOC(=O)c1c(NC(=O)CSc2nc(C)nc3sc4c(c23)CCCC4)sc2c1CCC(C)C2 (stereo unspecified),73
O=C(CSc1nnc(COc2ccc(Cl)cc2Cl)n1-c1ccccc1)c1cccc([N+](=O)[O-])c1,57
Cc1ccc(-n2c(=O)cc(N3CCC(Cc4ccccc4)CC3)[nH]c2=O)cc1,59
N#CCC(=O)N1CCSCC1,48
CC(=O)c1ccc(NC(=O)CSc2ccc(NC(=O)c3ccco3)nn2)cc1,104
Cc1ccc(-c2csc3ncnc(N4CCN(C)CC4)c23)cc1C,65
COc1ccc(-c2ccc(=O)n(CCCNC(=O)c3c(F)cccc3Cl)n2)cc1,68
Cc1cc(NC(=O)c2ccc(S(=O)(=O)C(C)C)cc2)on1,66

# Shown as a hit in RMI FANCM FP (from the list above):
SMILES,RMI FANCM FP
CCN1CCc2c(sc(NC(=O)CCS(=O)(=O)c3ccc(F)cc3)c2C(N)=O)C1,37*

# The list continues.
SMILES,RMI FANCM FP
Nc1ccccc1C(=O)NNC1CC(=O)N(Cc2ccccc2)C1=O (stereo unspecified),61
COc1ccc(Cl)cc1NC(=O)CSc1nnc(CNC(=O)c2cccc([N+](=O)[O-])c2C)o1,64
Cc1nc(SCc2cccc(Cl)c2)[nH]c(=O)c1CC(=O)N1CCc2ccccc2C1,70
CCOC(=O)C1(C(=O)OCC)CCC(=NO)CC1,55
NCCNC(=S)Nc1ccccc1,64
CC[C@@]1(O)C[C@H](O[C@H]2C[C@H](N(C)C)[C@H](O[C@H]3C[C@H](O)[C@H](O[C@H]4CCC(=O)[C@H](C)O4)[C@H](C)O3)[C@H](C)O2)c2c(cc3c(c2O)C(=O)c2c(O)cccc2C3=O)[C@H]1C(=O)OC,54
CN(C)c1ccc(CCCNS(=O)(=O)c2cccc(Cl)c2)cc1,72
O=C(NNC(=O)c1cccn(Cc2ccc(F)cc2)c1=O)c1ccc([N+](=O)[O-])o1,62
CCOC(=O)c1cc(NC(=O)Nc2ccc(I)cc2)c(C)nc1C,59
O=C(Cn1c(-c2ccccn2)nc2ccccc21)Nc1ccccc1F,71
C=CCN1C(=O)C(C)(C)COc2cc(NS(=O)(=O)Cc3ccccc3)ccc21,65
O=C1C=C(c2ccccc2)CN(C2CCCCC2)C1=O,52
COc1ccc(CNC(=O)c2cnn3c(-c4ccc(C)c(C)c4)ccnc23)cc1,68
CC(C)CC1(C)NC(=O)N(c2ccccc2)N1 (stereo unspecified),59
NCc1n[nH]c(=O)c2ccccc12,53
O=C(C1CCCN(S(=O)(=O)c2ccc(Cl)s2)C1)N(Cc1ccccc1)Cc1ccccc1 (stereo unspecified),54
Cc1nnc(-c2cn(CC(=O)N3CCCc4ccccc43)c3ccccc23)o1,70
Cn1c(SCC(=O)Nc2cccc(C(F)(F)F)c2)nc2c(-c3ccccc3)csc2c1=O,67
COCCN1CCC(CNS(=O)(=O)c2ccccc2)CC1,69
CS(=O)(=O)N1CCC(C(=O)NCCCN2CCN(c3ccccc3)CC2)CC1,67
COc1cc(NC(=O)N2CCC(c3nnc(C4CC4)s3)CC2)cc(OC)c1OC,60
CCc1ccc(N(C)S(=O)(=O)c2ccsc2-c2nc(-c3cc(OC)cc(OC)c3)no2)cc1,64
O=C(CC1CCCCN1S(=O)(=O)c1cccs1)NCc1ccc(Cl)cc1 (stereo unspecified),56
O=C(NCCn1ncc2c(=O)n(Cc3ccccc3F)cnc21)c1ccc(C(F)(F)F)cc1,53
CCOc1c(N2CCSCC2)c(=O)c1=O,62
C(=C\c1nc2ccccc2n1CCCOc1ccccc1)/c1ccccc1,77
CC(=O)c1ccc(NC(=O)c2cc([N+](=O)[O-])cc([N+](=O)[O-])c2)cc1,66
Cc1ccc(-c2ccc(=O)n(Cc3nc(-c4ccccc4Br)no3)n2)cc1,70
O=C(O)C(Br)C12CC3CC(CC(Br)(C3)C1)C2 (stereo unspecified),56
CC(=O)Nc1ccc(SCCCC(=O)Nc2nc(C)cs2)nn1,67

# Next part:
Molecule | RMI FANCM FP
O=c1oc(-c2ccc(Cl)cc2)nnc1-c1ccccc1 | 51
CCCOc1ccc(S(=O)(=O)NCC2CCN(Cc3cccs3)CC2)cc1 | 78
CC(C)(C)c1cc(C(=O)CSc2nnnn2-c2ccccc2)cc(C(C)(C)C)c1O | 59
CC(=O)c1ccc(C#Cc2ccccc2)s1 | 53
COc1ccccc1NC(=O)C1=C(C)NC(=O)NC1c1cccs1 (stereo unspecified) | 56
CCOc1ccc(C(=O)Nc2ccc(-c3nnc(CC)o3)cc2)cc1 | 67
COc1ccc(S(=O)(=O)Nc2ccc3c(c2)CN(C(=O)C(C)C)CC3)c(OC)c1 | 74
O=C(NCc1ccccn1)c1cccc(NS(=O)(=O)c2ccccc2F)c1 | 71
CCCN1C(SCC(=O)Nc2cccc(OC)c2)=NS(=O)(=O)c2ccccc21 | 63
O=C(NCCc1ccc(N2CCCC2)cc1)C(=O)Nc1cccc(C(F)(F)F)c1 | 99
OCc1nc(-c2cccc(C(F)(F)F)c2)cs1 | 54
O=C(CCCCCCCCCCCCC1CCCC1)Nc1ccc(S(=O)(=O)c2ccc(NC(=O)CCCCCCCCCCCCC3CCCC3)cc2)cc1 | 75
CCn1c(SCC(=O)Nc2sc(-c3ccccc3)cc2C(N)=O)nc2sc3c(c2c1=O)CCC(C)C3 (stereo unspecified) | 76
CN1C(=O)CCc2cc(NS(=O)(=O)Cc3ccc(Cl)cc3)ccc21 | 65
Cc1cc(C)n2nc(SCC(=O)Nc3ccc(Cl)cc3)nc2n1 | 62
COc1ccc(NC(=O)Oc2ccccc2)cc1N1CCCCC1=O | 64
Cc1cccc(NC(=O)c2ccc(=O)n(Cc3ccc(F)cc3)n2)n1 | 62
CCOc1ccc(NC(=O)NCCn2nc(-c3ccncc3)ccc2=O)cc1 | 66
O=C(Nc1nnc(C2CCCO2)o1)C1CCN(S(=O)(=O)c2cccs2)CC1 (stereo unspecified) | 57
CC(C)(C)c1cc(C(c2ccccn2)N2CCCCC2)cc(C(C)(C)C)c1O (stereo unspecified) | 58
CCOC(=O)CC(=O)CSc1nnc(Cn2c(=O)sc3ccccc32)n1C | 61
Cn1ccc(C(=O)Nc2nc(-c3ccncc3)cs2)n1 | 74
O=C(Nc1nnc(-c2ccco2)o1)c1ccc(Br)s1 | 63
COc1ccccc1N1CCN(c2ncnc3sc(C)c(-c4ccc(F)cc4)c23)CC1 | 69

# Entries from the list above that contain bromine (five):
Molecule | RMI FANCM FP
C=CCN1CCc2c(cc(O)c(O)c2Br)[C@@H](c2ccccc2)C1 | 54
CC1CCN(C(=O)CSCC(=O)Nc2nc(-c3ccc(Br)cc3)cs2)CC1 | 62
Cc1ccc(-c2ccc(=O)n(Cc3nc(-c4ccccc4Br)no3)n2)cc1 | 70
O=C(O)C(Br)C12CC3CC(CC(Br)(C3)C1)C2 (stereo unspecified) | 56
O=C(Nc1nnc(-c2ccco2)o1)c1ccc(Br)s1 | 63

# Further results follow.
Molecule | RMI FANCM FP
Cc1ccc(C)c(S(=O)(=O)NCc2ccc(C(=O)Nc3ccc(Br)cc3F)cc2)c1 | 79
N#Cc1c(F)cccc1NC(=O)C1CCCCC1 | 55
CCOC(=O)NC(NCc1ccccc1)(C(=O)OCC)C(F)(F)F (stereo unspecified) | 48
COc1ccc(Cl)cc1C(=O)Nc1sc(SCC(N)=O)nc1-c1ccccc1 | 68
Cc1ccc(C(=O)Cn2c(C)csc2=Nc2ccccc2)c(C)c1 | 56
N#C/C(=C\N1CCc2ccccc21)S(=O)(=O)Cc1ccco1 | 64
Nc1nc(SCC(=O)Nc2ccc(Cl)cc2)ncc1S(=O)(=O)c1cccs1 | 80
CCOc1ccccc1C(=O)Nc1cccc(-c2cn3ccsc3n2)c1 | 79

# The final two records of the section before lead into the next.
Molecule | RMI FANCM FP
Nc1nc(SCC(=O)Nc2ccc(Cl)cc2)ncc1S(=O)(=O)c1cccs1 | 80
CCOc1ccccc1C(=O)Nc1cccc(-c2cn3ccsc3n2)c1 | 79
Cc1cc(C=Cc2ccc3cc(N(C)C)ccc3[n+]2C)c(C)n1-c1ccccc1 | 64&78
Cc1cnc(NC(=O)Nc2ccccc2)c(C)n1 | 64
O=C(Cc1ccc(F)cc1)Nc1nc(-c2ccccc2)c(C(=O)c2ccccc2)s1 | 64
COc1ccccc1CNC(=O)Cc1csc(Nc2cccc(Cl)c2)n1 | 65
Cc1cc(C)c(C)c(S(=O)(=O)NCc2ccc(C(=O)N3CCOCC3)cc2)c1C | 74
Cc1ccccc1Cn1cnc2c(cnn2CCNC(=O)C(C)(C)Oc2ccc(Cl)cc2)c1=O | 68
COCCN1CCC(CNC(=O)c2ccccc2)CC1 | 70
Cc1cc(NC(=O)c2ccc(S(=O)(=O)N3CCOCC3)cc2)n(C(C)C)n1 | 69
O=C(NCc1ccccn1)c1cccc(NS(=O)(=O)c2cccc(F)c2)c1 | 73
CCOC(=O)c1cc([N+](=O)[O-])sc1NC(=O)c1ccc(SC)cc1 | 53
CSc1nc(C)nc(N/C=C(\C#N)S(=O)(=O)c2ccccc2Cl)n1 | 55
COc1ccc(-c2c(NC(=O)c3cccc([N+](=O)[O-])c3)oc3ccccc3c2=O)cc1OC | 64
CC(C)(C)c1cc(C(=O)CSc2nncn2-c2ccccc2)cc(C(C)(C)C)c1O | 59
Cc1cccc(Cn2cnc3c(cnn3CCNC(=O)c3ccco3)c2=O)c1 | 65
O=C(Nc1csc2ccccc12)NC1CCN(Cc2ccccc2)CC1 | 54
Cc1csc2c(=O)nc3c(C#N)n[nH]n3c12 | 60&56
O=C(CCCSc1ccc(NC(=O)c2ccco2)nn1)NCc1cccs1 | 61
CC(C)COc1ccc(S(=O)(=O)NCC(c2ccsc2)N2CCN(C)CC2)cc1 (stereo unspecified) | 68
CCOC(=O)CSC(CC)C(=O)Nc1nnc(-c2ccccc2Cl)s1 (stereo unspecified) | 64
Nc1c(C(=O)NCc2ccc3c(c2)OCO3)sc(=S)n1Cc1ccccc1 | 73
Cc1cc(Oc2ncccc2[N+](=O)[O-])c2cc(Cl)ccc2n1 | 45

# Screening results deposited in PubChem BioAssay by Small Molecule Screening Facility, UW Madison.
